# PMI act: activators of human phosphomannose isomerase; activation factor at 20 µM; hit rate 0.005% among 190,000; AID 1214; purified human PMI, coupled resazurin fluorescence, 20 min; active compounds read high; 1 = vehicle control, 0 substrate-free wells; P34949;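 active = activation factor of 2 or more at 20 µM, relative to plate controls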
# Target sequence (P34949 whole entry, looked up): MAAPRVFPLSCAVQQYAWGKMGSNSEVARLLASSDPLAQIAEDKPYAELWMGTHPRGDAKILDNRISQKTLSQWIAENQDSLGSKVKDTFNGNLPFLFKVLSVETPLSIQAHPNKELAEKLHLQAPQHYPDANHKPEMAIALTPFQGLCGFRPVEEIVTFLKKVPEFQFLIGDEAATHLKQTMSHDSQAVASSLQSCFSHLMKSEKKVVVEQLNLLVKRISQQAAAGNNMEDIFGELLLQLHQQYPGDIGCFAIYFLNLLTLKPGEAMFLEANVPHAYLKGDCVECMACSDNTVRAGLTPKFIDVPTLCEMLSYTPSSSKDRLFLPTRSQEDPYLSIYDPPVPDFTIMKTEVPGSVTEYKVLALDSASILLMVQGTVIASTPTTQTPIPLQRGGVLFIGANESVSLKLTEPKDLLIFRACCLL
# TNAP act hi DEA: increases human TNAP activity under high phosphate acceptor concentration. 200,000 tested, under 10 active. P05186. activation factor at 20 µM. purified TNAP, CDP-star luminescence, 1 M DEA, 30 min; active compounds read high; 0 = EDTA background, 1 = DMSO-only activity;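 active = activation factor at least 2 at 20 µM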
# Target sequence (P05186 whole entry, looked up): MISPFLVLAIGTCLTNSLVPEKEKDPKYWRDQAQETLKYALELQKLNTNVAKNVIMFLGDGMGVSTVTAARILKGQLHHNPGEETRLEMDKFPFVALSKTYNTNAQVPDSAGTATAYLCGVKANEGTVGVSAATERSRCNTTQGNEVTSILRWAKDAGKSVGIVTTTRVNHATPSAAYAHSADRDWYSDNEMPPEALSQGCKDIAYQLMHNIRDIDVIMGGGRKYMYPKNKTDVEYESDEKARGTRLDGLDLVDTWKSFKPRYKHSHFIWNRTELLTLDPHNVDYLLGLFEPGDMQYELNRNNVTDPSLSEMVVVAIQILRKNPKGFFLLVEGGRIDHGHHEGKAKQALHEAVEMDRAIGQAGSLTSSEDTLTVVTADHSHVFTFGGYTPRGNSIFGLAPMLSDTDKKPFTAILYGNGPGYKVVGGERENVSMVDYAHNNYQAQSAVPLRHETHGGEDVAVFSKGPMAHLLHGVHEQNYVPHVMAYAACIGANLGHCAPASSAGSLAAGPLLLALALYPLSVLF
#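 Assay system: human TNAP; Input: enzyme diluted 1/800 final; Reagent: CDP-star luminogenic substrate at 100 µM final; Timing: 30 min, room temperature; Signal: luminescence; Evaluation: TNAP activation factor scaled between EDTA and DMSO control wells.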
# TNAP inh noacc: blocks human TNAP activity with no phosphate acceptor present | P05186 | purified TNAP, CDP-star luminescence, 30 min | inhibition, % at 20 µM | hit rate 0.26% among 200,000 | AID 1012;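 active = tissue-nonspecific alkaline phosphatase inhibition above about 50% at 20 µM in the single-dose screen, limit read from the data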;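 also: 0% = DMSO negative control and 100% = EDTA positive control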
# PMI act satM6P: increases human PMI activity with near-saturating mannose 6-phosphate | P34949 | coupled PMI enzyme assay, resazurin fluorescence, 20 min; active compounds read high; 1 = untreated enzyme, 0 = substrate-free blank | activation factor at 20 µM | hit rate 0.34% among 190,000 | AID 1216;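 active = activation factor of 2 or more at 20 µM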
#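 Test system: human PMI in coupled enzyme assay; Input: PMI at 15 ng/mL final; Medium: HEPES buffer, pH 7.4; Schedule: 20 min incubation at room temperature; Technique: resorufin fluorescence at Ex 544/Em 590 nm; Compound: 20 µM single dose; Probe or stimulus: Near-saturating mannose-6-phosphate, 1.0 mM.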
# Diaphorase act: diaphorase activation or chemical reduction counter-screen | Diaphorase/resazurin coupled assay, resorufin fluorescence, 16 min; active compounds read high; 1 = vehicle wells, 0 = NADH-free wells | activation factor at 20 µM | hit rate 0.005% among 190,000 | AID 1229;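 active = diaphorase activity raised at least twofold by the compound at 20 µM; inactive = activation factor below 2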
#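 Assay system: bacterial diaphorase enzyme (C. kluyveri) / Input: enzyme 0.07 U/mL final / Medium: 50 mM HEPES pH 7.4 with 4.542 mM MgCl2, 0.005% Tween 20 / Doses: single compound dose of 20 µM, 1% DMSO final / Incubation: 16 min enzyme reaction, ambient temperature / Signal: fluorescence, excitation 544 nm and emission 590 nm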
# Diaph inh CS: inhibits diaphorase or chemically oxidizes, flagging diaphorase assay artifacts | hit rate 0.69% among 190,000 | diaphorase resazurin-to-resorufin fluorescence, NADH, 16 min; bacterial (C. kluyveri) enzyme, not human | inhibition, % at 20 µM;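 active = primary screen inhibition at 20 µM above a set limit, cut at about 50% in these data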;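 also: plate controls were DMSO with full reaction for no effect and wells lacking NADH for full effect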
#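 Assay system: diaphorase enzyme from Clostridium kluyveri. Quantity: enzyme working solution with 0.14 U/mL diaphorase. Schedule: reaction incubation of 16 min at room temperature. Technique: resorufin fluorescence, excitation 544 nm, emission 590 nm. Controls: No-NADH positive control and DMSO neutral control.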
# L major viab: Leishmania major promastigote growth inhibition. inhibition, % at 10 µM. hit rate 9% among 200,000. AID 1063. Leishmania major promastigotes, resazurin fluorescence viability; in the data active = inhibition above about 50%;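 also: promastigotes grown with compound for 44 hours at 28 °C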
# bIAP activator: intestinal alkaline phosphatase (bovine) activation | purified bovine IAP, CDP-star luminescence, 30 min; active compounds read high; fold of DMSO-control signal, blank-subtracted | activation factor at 20 µM | hit rate 0.17% among 200,000;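 active = activation factor of 2 or more at 20 µM, a signal rise over negative controls twice the positive control's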
# TNAP inh hiacc: blocks human TNAP under high phosphate acceptor concentration | P05186 | purified TNAP, CDP-star luminescence, 1 M DEA | inhibition, % at 20 µM | hit rate 0.03% among 200,000 | AID 1135;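 active = over 50% inhibition of tissue-nonspecific alkaline phosphatase at 20 µM in the single-dose screen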;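 also: plate controls were DMSO wells for no effect and EDTA-quenched wells as full inhibition for full effect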
# bIAP inhibitor: intestinal alkaline phosphatase (bovine) inhibition; purified bovine IAP, CDP-star luminescence, 30 min; inhibition, % at 20 µM; 190,000 tested, under 10 active;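 active = over 50% inhibition of intestinal alkaline phosphatase at 20 µM in the single-dose screen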
#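 Assay system: bovine IAP enzyme; medium: DEA buffer 100 mM, pH 9.8, with MgCl2 1.0 mM, ZnCl2 0.02 mM; doses: 20 µM single dose; incubation: enzyme reaction for 30 min at room temperature; detection: CDP-star luminescence signal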
# Numbers without * were called inactive.
SMILES,PMI act,TNAP act hi DEA,TNAP inh noacc,PMI act satM6P,Diaphorase act,Diaph inh CS,L major viab,bIAP activator,TNAP inh hiacc,bIAP inhibitor
Cc1nn(-c2ccccc2)c2sc(C(=O)c3c(N)n(C)c(=O)n(C)c3=O)cc12,1,1.1,-11,1,1,0,-2,1,-6,1
Cc1ccc(C)c(CSc2nnc(C)c(=O)n2N)c1,1,1,-11,1.1,1,4,-2,1,-5,5
Cc1cc(=O)oc2cc(OCc3ccc(C(=O)OCC(=O)Nc4ccccc4OC(F)F)cc3)ccc12,1,1,-10,1.1,0.9,7,-7,1,-4,3
N#C/C(=C/c1ccc(N2CCCCCC2)o1)c1ccc(Cl)cc1,0.9,0.9,-130,0.9,0.8,18,17,1.1,10,-7
Cn1ccc(=NC=C(C#N)C#N)c2ccccc21,1.1,1,16,1,1,0,8,1,4,-1
Cc1ccc(NC(=O)CSc2nnc(CNC(=O)c3cccs3)o2)cc1,1.2,1.1,-13,1,0.9,12,-8,1,-5,0
COc1ccc(-n2c(=S)[nH]c3ccccc32)cc1,1.3,1,-30,1.5,0.8,16,53*,1.2,-3,-25
CCN1CCCC1CNC(=O)Cn1cccc1C(=O)c1ccccc1C (configuration not stated),1,1.1,-9,1,1.1,-8,-7,1,-6,-5
CCOc1ccc(NC(=S)N(CCc2c(C)[nH]c3ccc(C)cc23)Cc2cccnc2)cc1,0.8,1.1,-9,0.8,0.8,23,100*,0.9,-7,12
COC(=O)Nc1nnc(-c2ccncc2)s1,0.7,1,-3,0.8,0.9,14,-2,0.9,3,8
CC(=O)Nc1ccc(Nc2cc(C)nc3c(-c4ccc(Cl)cc4)c(C)nn23)cc1,0.9,1,-17,1,0.9,7,93*,0.9,-1,15
COc1ccc(F)c(C2C(C#N)=C(N)Oc3n[nH]c(C(C)(C)C)c32)c1 (configuration not stated),0.9,1,-1,0.9,0.8,19,19,0.9,2,5
O=C(OCC#CCSc1nnc(-c2ccc([N+](=O)[O-])cc2)o1)c1cccs1,0.9,1,-3,1,0.8,22,-3,1,1,0
Cn1ccc(=S)c2ccccc21,1.6,1,-7,2.2*,0.8,16,88*,1.1,-1,-15
O=C(COc1ccc(Cl)cc1Cl)Nc1nc2n(n1)C(c1ccccc1)CC(=O)N2 (configuration not stated),1,1.1,-31,0.9,0.8,20,-8,1,-7,-3
CC(C)c1ccc(-c2nc(N3CCCCCC3)nc3n[nH]c(N)c23)cc1,1,1,-5,1,0.9,13,2,1,-3,1
O=C(/C=C/c1ccc(Cl)cc1Cl)NC(=S)Nc1ccc(CN2CCOCC2)cc1,1,1,9,1.1,1.1,-9,34,1,-4,3
Cc1cc(C)nc(NS(=O)(=O)c2ccc(N/C=C3\CCCC3=O)cc2)n1,1,1,-3,0.9,0.8,18,-5,0.9,0,10
O=C1CC(c2ccc(F)cc2)CC(O)=C1C1NCCc2ccccc21 (configuration not stated),1,1,-12,0.7,0.9,6,-7,1,-4,5
COc1cccc(C(=O)CN2CCC(NC(=O)NC3CCCCC3)CC2)c1,0.8,1,-8,0.8,0.9,14,-1,1,-1,-3
C=C(C)CSc1nnc2n(N)c(=O)c3ccccc3n12,1,1,-16,1.1,1,3,7,1,-4,4
CN(C)c1ccc(C(=S)N2CCCCC2)cc1Br,0.9,1,-11,0.9,0.9,11,5,0.8,-2,18
C/C(=N\NC(=O)c1cc(Br)ccc1O)c1cccs1,1,1,-6,1,1,4,-6,1,0,0
COc1ccccc1-c1nnc(SCC(=O)Nc2c(Cl)cccc2Cl)o1,0.9,1.1,-19,1,1,3,6,1.1,-5,-10
C=CCN1C=CC=C/C1=C1\SC(=S)N(C)C1=O,1,0.9,11,1.1,1.1,-6,1,0.7,14,31
# (further entries)
SMILES,PMI act,TNAP act hi DEA,TNAP inh noacc,PMI act satM6P,Diaphorase act,Diaph inh CS,L major viab,bIAP activator,TNAP inh hiacc,bIAP inhibitor
COC(=O)Cn1nnc2c(cnn2-c2ccccc2)c1=O,0.9,1,1,0.9,0.9,8,-8,0.9,-3,12
CCOC(=S)N/C(=N\S(=O)(=O)c1ccccc1)c1ccccc1,0.8,1,-12,1.1,0.9,9,-5,0.8,-5,17
O=C(CSc1nc2ccccc2c(=O)n1-c1cccc(C(F)(F)F)c1)NC1CC1,1,1,-8,1.1,1,5,-3,0.9,-2,8
COc1ccc(C(=O)N2CC(=O)Nc3ccccc32)cc1S(=O)(=O)N1CCCC1,1,1,-11,0.8,0.9,6,5,1.2,-2,-18
CCCn1nnc(NC(=O)COc2cc(C)ccc2C(C)C)n1,1,1,-10,1,0.9,7,2,0.9,-3,8
COc1ccc(C[C@H]2CN3C(=NC[C@@H]3Cc3ccccc3)N2CCNC(=O)c2ccc(C)c(Br)c2)cc1,0.8,1.1,-7,0.9,1.6,-58,95*,1.4,-7,-40
CCOc1ccccc1C(=O)NCC(=O)OCC(=O)NCCc1ccc(S(N)(=O)=O)cc1,0.9,1,-2,0.9,0.8,17,-3,1,-3,-3
COc1ccccc1OCCCCNCCO,0.9,1,-14,1,0.9,10,-1,0.9,-5,8
COc1ccc(N2CCN(C(=O)Cn3c(=O)[nH]c4ccccc4c3=O)CC2)cc1,1.1,1,-8,1,1.1,-6,-6,0.9,-2,5
Cc1ccc(CSc2nc3sc(C)c(C)c3c(=O)n2Cc2ccco2)cc1,0.9,1.1,-12,0.8,0.7,26,2,0.9,-6,9
CCCn1c(SC(C(=O)Nc2cccc(OC)c2)c2ccccc2)nc2ccccc2c1=O (configuration not stated),0.9,1,-20,1,0.9,6,4,1.1,-1,-7
COC(=O)CCC(NC(=O)c1cc(C)oc1C)C(=O)OC (configuration not stated),1.3,1,-6,1.3,0.9,14,-2,1,-2,2
O=C(CN1CCC(NC(=O)C2CCCCC2)CC1)NCc1ccco1,1.1,1,-7,1.1,1,0,-8,1,-1,4
CCOc1ccccc1OCC(=O)NNC(=S)NC1CCCCC1,1,1.1,-151,1,1,-3,3,1.3,-6,-30
COc1ccc(CCN2CC(C(=O)Nc3cccc(C(C)=O)c3)CC2=O)cc1OC (configuration not stated),1,1.1,-17,0.9,1.1,-10,-4,1.1,-5,-7
Cc1ccc(-c2nnc(N3CCN(C(=O)CSc4ncn[nH]4)CC3)c3ccccc23)cc1,0.9,0.9,-10,0.9,0.8,17,4,1.3,7,-26
CCOc1ccc(N=C(NC#N)SC)cc1,0.9,1.1,-12,0.9,0.7,26,-7,1,-8,3
O=C(OCc1nnc(-c2ccccc2)o1)c1ccc2c(c1)OCO2,1,1.1,-3,1,1,2,0,1,-9,2
Cc1ncc(C[n+]2csc(CCOC(=O)CC34CC5CC(CC(C5)C3)C4)c2C)c(N)n1,1,0.9,-10,1.1,1,-4,-7,0.8,6,24
CCN(CC)S(=O)(=O)c1cccc(NC(=O)COC(=O)c2cccs2)c1,0.9,1.1,-7,1,0.8,18,-3,0.8,-5,21
COc1ccc2c(c1[N+](=O)[O-])CCC/C2=N/OC(=O)c1ccccc1SC,1,1.1,0,0.7,0.8,18,0,1,-7,4
Cc1cccc(C(=O)N/N=C/c2ccncc2)c1,1,1,-12,1,0.9,9,-5,1,-4,-4
CN1C(=S)SC(N(O)C(=O)Nc2ccccc2)C1(C)C (configuration not stated),0.9,1,-10,0.9,0.9,12,-4,0.9,0,13
CCOC(=O)C1=c2s/c(=C\c3ccncc3)c(=O)n2C(N)=C(C(=O)OC)C1c1ccncc1 (configuration not stated),1.1,1.1,-9,1.1,0.9,11,24,1,-5,0
Cc1ccc(Oc2cnn(-c3ccccc3)c(=O)c2Br)cc1,0.9,1,-12,0.8,0.7,27,47,1,-5,0
# (list continues)
SMILES,PMI act,TNAP act hi DEA,TNAP inh noacc,PMI act satM6P,Diaphorase act,Diaph inh CS,L major viab,bIAP activator,TNAP inh hiacc,bIAP inhibitor
Cc1csc(NC(=O)C2CCN(C(=O)c3ccccc3C)CC2)n1,1.1,1,-8,1,1,-3,3,1,-2,2
CC(=O)c1ccc(N2CCN(C(=O)/C=C/c3ccc4ccccc4n3)CC2)cc1,1,1,-9,0.9,0.9,6,12,1,-3,3
COc1cc(C2C(C#N)=C(N)OC3=C2C(=O)CC(C)(C)C3)c([N+](=O)[O-])cc1OC (configuration not stated),0.8,1,-3,0.5,0.7,28,11,1,4,2
Cc1cc(C(=O)COC(=O)c2ccc3c(c2)OCO3)c(C)n1Cc1cccs1,0.9,1,-9,0.9,0.8,23,-3,0.8,-2,18
CCc1ccc(/C=C/c2c[nH]c3ccccc23)[n+](CC)c1,0.5,1,-2,0.7,0.9,6,100*,0.9,4,13
Cc1cc(C(=O)CSc2n[nH]c(N)n2)c(C)n1-c1cc(F)ccc1F,1,1,-6,1.1,0.8,16,22,1.6,-2,-62
Cc1ccc(-n2nc(C)c(/C=N/n3c(C)n[nH]c3=S)c2Cl)cc1,1.1,1,-34,1,0.9,14,18,1.2,-1,-22
CC1CC(C)CN(CCCNC(=O)C2CCN(S(=O)(=O)N3CCCCC3)CC2)C1 (configuration not stated),1.1,1,3,1,0.9,10,3,1.1,0,-6
Cc1cc(C)c(C)c(S(=O)(=O)NNC(=O)c2cccc(S(=O)(=O)N3CCOCC3)c2)c1C,1.2,1.1,-8,1.2,0.8,17,-4,0.9,-6,11
COC(=O)C(C)(C(=O)OC)c1ccc(C(F)(F)F)cc1[N+](=O)[O-],1,1,-92,1,0.9,10,-3,1,-4,0

# Rewritten with bars between the fields: part of the list above.
smiles | PMI act | TNAP act hi DEA | TNAP inh noacc | PMI act satM6P | Diaphorase act | Diaph inh CS | L major viab | bIAP activator | TNAP inh hiacc | bIAP inhibitor
Cc1ccc(-n2nc(C)c(/C=N/n3c(C)n[nH]c3=S)c2Cl)cc1 | 1.1 | 1 | -34 | 1 | 0.9 | 14 | 18 | 1.2 | -1 | -22
COc1cc(C2C(C#N)=C(N)OC3=C2C(=O)CC(C)(C)C3)c([N+](=O)[O-])cc1OC (configuration not stated) | 0.8 | 1 | -3 | 0.5 | 0.7 | 28 | 11 | 1 | 4 | 2
CC(=O)c1ccc(N2CCN(C(=O)/C=C/c3ccc4ccccc4n3)CC2)cc1 | 1 | 1 | -9 | 0.9 | 0.9 | 6 | 12 | 1 | -3 | 3
Cc1cc(C)c(C)c(S(=O)(=O)NNC(=O)c2cccc(S(=O)(=O)N3CCOCC3)c2)c1C | 1.2 | 1.1 | -8 | 1.2 | 0.8 | 17 | -4 | 0.9 | -6 | 11
COC(=O)C(C)(C(=O)OC)c1ccc(C(F)(F)F)cc1[N+](=O)[O-] | 1 | 1 | -92 | 1 | 0.9 | 10 | -3 | 1 | -4 | 0

# Assay outcomes as filed in PubChem BioAssay.
